BRCA1 expr up – BRCA1 expression activation. MCF7-BRCA1-FFLuc reporter, luminescence, 48 h; response scale: scaled: vehicle 0%, 10 µM genistein 100%. Potency, µM (top dose mostly 46.1 µM), for the others: at the top dose activation, actives largely listed as activators. 380,000 compounds, 1.1% hits; active means well fitted activation curve with a large enough effect; inconclusive means small, poorly fitted or top-dose-only effect; inactive means no such curve, though single readings can be large or run the other way; further: nearly all actives have a fitted effect of over 80% in size; some results filed as inactive show a strong effect at the top dose
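Activators of BRCA1 expression were detected as increased firefly luciferase luminescence in engineered MCF7 cells after 48 h compound incubation. Signals were scaled to genistein 10 microM as full activation.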
uPA surface inh – blocks generation of uPA at the cell surface; Potency, µM (top dose mostly 38.3 µM), for inactives: at the highest dose activity change, negative = inhibition, actives largely listed as inhibitors; 330,000 compounds, 0.31% hits; cell surface uPA generation assay, qHTS; active means well fitted inhibition curve with a large enough effect; inconclusive means small, poorly fitted or top-dose-only effect; inactive means no such curve, though single readings can be large or run the other way; tested in mouse RAW 264.7 cells; further: on the % scale 0 is the no-effect control and ±100 the full control effect; nearly all actives have a fitted effect of over 55% in size
* hit, by the source's call; u = inconclusive; [ ] = remark or other dose. Potency means the concentration at half of the fitted maximal effect. Not all compounds are listed; count on the stated rates, not on these rows.

item | structure | BRCA1 expr up | uPA surface inh
1 | CCC(=O)Nc1ccc2c(c1)Cc1cc([N+](=O)[O-])ccc1-2 | u | -11%
2 | CCN1CCN(S(=O)(=O)c2ccc(Cl)c(C(=O)Oc3ccc(CC(=O)OC)cc3)c2)CC1 | -19% | -7%
3 | CCOC(=O)c1ccc(N(CC2CO2)S(=O)(=O)c2ccc(C)cc2)cc1 (configuration not stated) | -16% | -9%
4 | CCC(=O)N1CCc2cc(S(=O)(=O)CCC(=O)Nc3c(C)n(C)n(-c4ccccc4)c3=O)ccc21 | -16% | 2%
5 | NCCCC[C@H]1CN=C(N)N1CCc1cccc2ccccc12 | 18% | 5%
6 | O=C1CSc2cc(Cl)ccc2N1 | -11% | 7%
7 | CC1CC(C)CN(c2nc3c(c(=O)[nH]c(=O)n3C)n2CCCSc2nc3ccccc3s2)C1 (configuration not stated) | -6% | -3%
8 | O=[N+]([O-])c1cccc(COc2ccc(CN3CCCCC3)cc2)c1 | u | -11%
9 | COc1ccc(C(=O)OCCN2C(=O)c3ccccc3C2=O)cc1OC | 7% | -3%
10 | CN(C)c1nc(N(C)C)c2cnn(C)c2n1 | -7% | 0%
11 | O=C(Nc1ccccc1F)c1cc(-c2ccco2)nc2ccccc12 | -2% | u
12 | Cc1ccc(C=NNc2nc3c([nH]2)c(=O)n(C)c(=O)n3C)cc1 | -4% | -2%
13 | CCC1([N+](=O)[O-])COC(C=Cc2ccccc2)OC1 (configuration not stated) | u | 4%
14 | Cc1nc2nc(-c3ccccc3)nn2c(C)c1C | -11% | -2%
15 | CC(C)(C)OC(=O)N1CCC(C(=O)Nc2ccc(C(=O)NC3CC3)cc2)CC1 | 5% | 9%
16 | Cc1ccc(-c2nnc(-c3ccc4ccccc4c3)o2)cc1 | 4.5µM* | -6%
17 | Cc1[nH]nc(C(=O)NN=Cc2ccccc2Cl)c1N=NN(C)C | 27% | -11%
18 | CSc1nccc(Oc2ccccc2Cl)n1 | 4% | 5%
19 | CCN1/C(=C/C=C2/SC(=Nc3cccc4ncccc34)N(C)C2=O)Sc2ccccc21 | -18% | 3%
20 | NC(=O)c1ncn([C@@H]2O[C@H](CNC(=O)[C@H](N)CSCc3ccccc3)[C@@H](O)[C@H]2O)n1 | 9% | 9%
21 | CCOc1ccc(C2C(C(=O)NC)=C(C)Nc3nc4ccccc4n32)cc1OC (configuration not stated) | -12% | 13%
22 | CCOC(=O)c1nc2c(=O)n(C)c(=O)n(C)c2n(C)c1=O | 6% | 1%
23 | COc1cc(OCc2ccccc2)c2c(CCC(=O)O)cc(=O)oc2c1 | -58% | -1%
24 | CCOC(=O)C1OC2(CCCC2)OC1C(=O)OCC (configuration not stated) | 18% | -8%
25 | CN1C[C@@H]2[C@@H]3C(=O)N(C)C(=O)[C@@H]3[C@](C)(C1=O)N2C(=O)c1ccc(F)cc1 | -1% | 3%
26 | CN(C)c1c([N+](=O)[O-])cc(N2C(=O)C=CC2=O)cc1[N+](=O)[O-] | -43% | 2%
27 | CC#CCN1c2ccccc2[C@]23C[C@@H](C(=O)OC)N(C(=O)c4ccc(Br)cc4)C2=NC(C(=O)OC)=C(C(=O)OC)[C@H]13 | -3% | -27%
28 | Brc1cnc(OCc2ccccc2)nc1OCc1ccccc1 | -1% | 4%
29 | O=Cc1ccc([B-](F)(F)F)s1 | 14% | -5%
30 | CC(=O)c1cccc(NC(=O)CSc2ccc(-c3cccnc3)nn2)c1 | -29% | 2%
31 | CC(C)=CCOc1ccc([C@@H]2COc3c(ccc4c3C=CC(C)(C)O4)C2)c(O)c1 | -39% | u
32 | O=C(CN1CCOc2ccccc21)NC1CC1 | -15% | 12%
33 | O=C(C=Cc1cccs1)c1ccc(Cl)s1 | 2% | -2%
34 | O=CN1c2ccccc2CSc2ccccc21 | -14% | 10%
35 | COc1cc2cc(-c3ccc(OC)c(OC)c3C)nc(N)c2cc1OC | -67% | -17%
36 | O=C(/C=C/Nc1ccc(F)cc1)c1cccs1 | -5% | -9%
37 | CC(NC(=S)NC(=O)c1ccccc1)c1ccccc1 (configuration not stated) | 4% | -29%
38 | COC(=O)C1=C(C(=O)OC)[C@]2([C@H]3CC=CCN[C@@H](Cc4ccccc4)C(=O)N3Cc3ccccc3)C=C[C@H]1O2 | -21% | u
39 | Cc1ccccc1Oc1ccc2c(c1)[C@@H]1C[C@H]3[C@@H](C(=O)N1CC2)[C@H](C)ON3C | -5% | -4%
40 | COc1cccc(CC(=NO)c2cccc(OC)c2)c1 | -11% | 3%
41 | O=[N+]([O-])c1ccccc1C=NNc1ccccc1 | 37% | 8%
42 | O=C(Nc1cc(Cl)ncn1)c1ccccc1 | u | 0%
43 | O=C(NCCc1nc(-c2ccccc2)no1)c1ccccc1 | 5% | 7%
44 | C=CC(=O)Nc1cccc(Oc2ccnc(Nc3ccc(N4CCN(C)CC4)cc3)n2)c1 | -33% | u
45 | O=C(Nc1ccc(C(=O)N2CCOCC2)cc1)C1CCCC1 | 1% | -4%
46 | COc1cccc(NC(=O)c2ccc(N3C(=O)C4CC=CCC4C3=O)cc2)c1 (configuration not stated) | 2% | -7%
47 | COc1ccc(CNC(=O)CN2C(=O)c3ccccc3S2(=O)=O)cc1 | 2% | 0%
48 | Cc1ccc(Cn2c(CCNc3nc(-c4ccc(Cl)c([N+](=O)[O-])c4)cs3)nc3cc(Cl)c(Cl)cc32)cc1 | 0% | 1%
49 | c1ccc2c(c1)CSc1ccccc1N2 | 48% | 8%
50 | CC1OC(c2ccccc2)OC2COC(c3ccccc3)OC12 (configuration not stated) | 2% | 6%
51 | COc1ccc(OCCCCc2c(C)n[nH]c2C)cc1 | -4% | -6%
52 | COc1ccc(CNC(=O)C2(CC3CC(c4ccccc4)=NO3)CCN(C(=O)Cc3ccc(F)cc3)CC2)cc1 (configuration not stated) | 9% | 5%
53 | Cc1ccc(-c2cc(=O)[nH]c(NCc3ccccc3)n2)cc1 | -12% | 1%
54 | COC(=O)C1=C(COc2ccccc2)NC(=O)NC1c1ccc2ccccc2c1 (configuration not stated) | -10% | 2%
55 | N#Cc1c(C(F)(F)F)cc(Cc2ccccc2)nc1SCC(=O)NCC(=O)O | 4% | 5%
56 | CN(C(=O)c1ccc(NC(=O)Cc2cccc(NC(=O)C3CCN(C(=O)C4CCCCC4)CC3)c2)cc1)C1CC1 | 20% | u
57 | CCN(C(=O)COC(=O)c1c(NC(C)=O)sc(C)c1C)c1c(N)n(Cc2ccccc2)c(=O)[nH]c1=O | -14% | -8%
58 | CC(=O)Nc1cc2c3ccccc3ccc2c2ccccc12 | -29% | 4%
59 | Nc1ccc(S(=O)(=O)Nc2cnc3c(Cl)cccc3n2)cc1 | -53% | 1%
60 | Nc1ccc(C(=O)NN2C(=O)[C@H](Cl)C2c2ccc(Cl)cc2)cc1 (some centres not stated) | -92%[inhibitor] | -5%

Continuation.
item | structure | BRCA1 expr up | uPA surface inh
61 | O=C(Nc1ccc(C(=O)N2CCCCC2)cc1)C1CCC1 | 1% | 11%
62 | O=C(NNC(=O)c1cccc2ccccc12)c1ccc(Cl)cc1Cl | 13µM* | -1%
63 | Cc1cccn(Cc2c(Cl)cccc2Cl)c1=O | -6% | -3%
64 | CC1CCN(c2ccccc2NC(=S)NC(=O)c2ccco2)CC1 | -50% | -7%
65 | C#Cc1ccc([C@H]2C=C(C(=O)O)O[C@@H](OCCCCO)C2)cc1 | 0% | 0%
66 | CCOC(=O)C1=NNC(=O)C1 | -12% | 4%
67 | COc1ccc(/C(O)=C2/C(=O)C(=O)N(CCCN(C)C)C2c2ccc(Cl)cc2)cc1OC (configuration not stated) | -17% | 2%
68 | CC(=O)Nc1cccc(C(=O)N2CCN(S(=O)(=O)c3ccc(C4CCCCC4)cc3)CC2)c1 | -34% | u
69 | CC1(c2nnc(Cc3ccccc3)o2)CC(c2ccncc2)=NO1 (configuration not stated) | 1% | 9%
70 | O=C1OCC2=C1C(c1ccc(Cl)cc1)c1cc3c(cc1O2)OCO3 (configuration not stated) | -76% | -7%
71 | O=[N+]([O-])c1cc(C(F)(F)F)ccc1NCCc1ccccn1 | u | u
72 | Cc1cc(C)cc(NS(=O)(=O)c2ccc(NC(=O)c3ccccc3C(=O)O)cc2)c1 | -1% | 0%
73 | CCN(CC)CCCN1C=C2C(=O)C(C)(OC(=O)CCC(=O)OC)C(=O)C(Br)=C2C=C1c1ccc(OC)cc1 (configuration not stated) | -2% | 3%
74 | CC(C#N)(CCc1ccccn1)CCc1ccccn1 | -13% | 0%
75 | CN1OC[C@@H]2CN(S(=O)(=O)c3ccccc3)[C@H](c3cccc(Br)c3)C[C@@H]21 | -2% | -17%
76 | CCOc1ccccc1OCCCC(=O)N1CCN(S(=O)(=O)c2cc(F)ccc2F)CC1 | -24% | u
77 | COC(=O)c1ccc2c(c1C(=O)OC)CN(S(=O)(=O)C(C)(C)C)[C@@H]2CCO | 15% | 5%
78 | C[C@H](O)[C@@H]1C(=O)N2CCc3ccc(-c4ccccc4)cc3[C@@H]2C[C@@H]1N(C)C(=O)Nc1cc(Cl)cc(Cl)c1 | -43% | u
79 | N=C(N1CCCc2ccccc21)N1CCCc2ccccc21 | -57% | -9%
80 | COc1cc(-c2noc(C)c2C(=O)N[C@@H](CO)Cc2ccccc2)cc(OC)c1OC | 7% | 1%
81 | CC1CC(C)CN(C(=O)C(C)N2CCN(S(=O)(=O)c3ccc(C(F)(F)F)cc3)CC2)C1 (configuration not stated) | -9% | -1%
82 | O=C(O)c1ccccc1N(c1ccccc1)c1ccccc1 | 2% | 0%
83 | C[C@@H]1ON(C)[C@H]2C[C@H]3c4cc(-c5cccc(F)c5)ccc4CCN3C(=O)[C@@H]12 | 0% | 16%
84 | CC(C#N)(Cc1ccccc1)Nc1ccccc1 (configuration not stated) | 11% | 17%
85 | O=[N+]([O-])c1ccccc1N=Nc1ccc(O)cc1 | 89% | -24%
86 | COc1ccc(CN(C)C(=O)c2cccc(S(=O)(=O)N3CCCc4ccccc43)c2)c(OC)c1OC | -36% | u
87 | FC(F)(F)c1cccc(CN2CCN(c3ncccn3)CC2)c1 | 53% | -6%
88 | O=C(Nc1ccccc1)C1=C[C@@H](c2ccc3c(c2)OCO3)C[C@@H](OCCCCO)O1 | -5% | 10%
89 | Cc1[nH]c(=O)nc(NN=Cc2ccc(Cl)cc2)c1C(=O)Nc1ccc(Cl)cc1 | 1% | -7%
90 | CCS(=O)(=O)c1ccc(C=NNc2nc3ccccc3o2)cc1 | u | 1%

Entries of single compounds as entered above.
FC(F)(F)c1cccc(CN2CCN(c3ncccn3)CC2)c1 as listed: BRCA1 expr up = 53%; uPA surface inh = -6%
CC1(c2nnc(Cc3ccccc3)o2)CC(c2ccncc2)=NO1 (configuration not stated) as listed: BRCA1 expr up = 1%; uPA surface inh = 9%
CC1CC(C)CN(C(=O)C(C)N2CCN(S(=O)(=O)c3ccc(C(F)(F)F)cc3)CC2)C1 (configuration not stated) as listed: BRCA1 expr up = -9%; uPA surface inh = -1%

Additional results follow.
item | structure | BRCA1 expr up | uPA surface inh
91 | CCN1C(=O)N[C@@H](CCc2ccccc2)[C@H](C(C)=O)[C@H]1C | 11% | -8%
92 | CSCCC(NS(=O)(=O)c1ccc(C)cc1)C(=O)N(C)CC(=O)Nc1ccccc1Br (configuration not stated) | -23% | -1%
93 | COC(=O)C1=C(C(=O)OC)[C@@H]2Nc3ccccc3[C@@]23C[C@@H](C(=O)OC)N(C(=O)c2cc(C)oc2C)C3=N1 | -7% | -21%
94 | CC1CCN(C(=O)CCCl)c2ccccc21 (configuration not stated) | -11% | 3%
95 | Cc1ccc(NC(=O)CN2CCN(Cc3ccccc3)CC2)cc1Cl | -46% | -1%
96 | CN(C)/C=C1\C(=O)Oc2ccccc2C1=O | 3% | -7%
97 | O=C(Cn1ccc(=O)[nH]c1=O)Nc1ccc(O)c([N+](=O)[O-])c1 | -7% | 3%
98 | O=C(Cn1cc(COc2ccc(C(=O)c3ccccc3)cc2)nn1)c1ccc(O)cc1 | -15% | -21%
99 | Cc1cc2c(cc(C(=O)OC(C)C(=O)NCc3ccccc3)n2C)o1 (configuration not stated) | 0% | 3%
100 | Cc1cc(OCC(=O)NCCCN2CCOCC2)cc(C)c1Cl | -1% | -3%
101 | CCOC(=O)c1oc2cc(O)cc(C)c2c1C | u | -3%
102 | Cc1cccc(C(=O)NC(=S)NCc2ccccc2)c1 | -5% | 2%
103 | O=C(O)c1c[nH]c2c([N+](=O)[O-])cccc2c1=O | -39% | 2%
104 | Nc1nc2cc(Br)ccc2o1 | -13% | -5%
105 | CCCCn1c(N)c(N(CCOC)C(=O)CC(NC(=O)c2ccccc2Cl)c2ccccc2)c(=O)[nH]c1=O (configuration not stated) | -19% | -3%
106 | CCOC(=O)c1c(CN2CCNCC2)nc2ccc(Cl)cc2c1-c1ccccc1 | -70% | -1%
107 | COc1ccc(NS(=O)(=O)c2ccc(C)c(C(=O)N3CCN(Cc4cc(OC)ccc4OC)CC3)c2)cc1 | -16% | -6%
108 | C[C@@H]1CC[C@]2(O[C@H](CCO)C[C@@H](O)[C@@H]2O)O1 | 61% | 14%
109 | c1ccc(CCCNCCCn2cnc3c(OCc4ccccc4)ncnc32)cc1 | -78% | u
110 | CC(C)=CCC12Oc3cc(O)ccc3C1(O)Oc1cc3c(c(O)c1C2=O)C=CC(C)(C)O3 (configuration not stated) | -43% | 11%
111 | O=C(O)C[C@H]1c2cc(F)ccc2S(=O)(=O)N1C1CCCCC1 | 4% | -1%
112 | Cc1ccc(OCC(=O)Nc2ccccc2F)cc1 | 0% | 3%
113 | CCCc1c(O)nc(SC2CC(=O)N(c3ccc(C)c(Cl)c3)C2=O)[nH]c1=O (configuration not stated) | -14% | 0%
114 | OCCCNc1nc(-c2ccccc2)c2cc(Cl)ccc2n1 | -12% | -2%

From PubChem BioAssay
